# miR-122 sensor: blocks miR-122 activity in Huh7 sensor cells; Huh7 miR-122 Renilla luciferase sensor, 48 h; neutral wells = 0, positive control = 100; activation (reporter increase), % at 12.5 µM; 0.3% of 340,000 active; AID 602342;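 active = mean replicate activation score at least 90 and every replicate individually at or above 90; inconclusive = only one of the two criteria met; inactive = neither criterion met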;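 also: higher luciferase means less miR-122 activity so hits act as miR-122 inhibitors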
# PGC1a acetyl inh: modulators of PGC1a acetylation; 0.17% of 350,000 active; U2OS PGC1a acetylation, AlphaScreen anti-acetyl-lysine; with virally co-expressed GCN5 acetyltransferase; AID 651687; inhibition, % at 15.6 µM;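 active = every replicate shows inhibition of at least 40%; inconclusive = mean inhibition at least 40% but some replicate below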;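 also: 0% = neutral control wells and 100% = positive control wells; some results beyond the cut were filed as inactive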
# LGR2 inh: blocks bursicon-induced cAMP signaling via Drosophila LGR2. HEK293 LGR2, CRE-luciferase, bursicon-stimulated, 4 h. inhibition, % at 9.99 µM. 0.35% of 380,000 active;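 active = drop in luminescence signal, shown as inhibition above about 50% in the replicate tests, limit read from the data, passing the limit was not always enough; inconclusive = probably only some replicates passing the limit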;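 also: agonist challenge used bursicon conditioned medium at about half maximal strength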
# Cneo AK release: Cryptococcus neoformans lysis via adenylate kinase release; C. neoformans lysis, adenylate kinase release luminescence, 4 h; normalised: neutral wells 0, clomiphene wells 100; lysis activity, % at 15 µM; 0.2% of 360,000 active; AID 651654;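 active = mean lysis activity across replicates of at least 80%, whatever share of replicates individually reach that level; inactive = mean lysis activity below 80%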
#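 Material – Cryptococcus neoformans yeast cells · Quantity – 5 × 10^6 yeast cells/mL · Buffer or medium – YPD medium · Compound – single dose · Timing – 4 h static compound exposure, 37 °C, read 1 h post-reagent · Signal – adenylate kinase release luminescence · Read-out basis – lysis from increased AK signal · Benchmarks – Clomiphene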
# EWS-Fli block: EWS/Fli transcriptional activity inhibition. A673 NR0B1-luciferase reporter, viability-normalised. 0.67% of 350,000 active. inhibition, % at 12.6 µM;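 active = mean inhibition of at least 50% after viability correction, with every replicate also passing that limit; inconclusive = mean reaches 50% but only one of two replicates passes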;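 also: firefly luciferase signal divided by Alamar Blue viability fluorescence both relative to DMSO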
# PAX8 reporter: inhibitors of PAX8 transcriptional activity in RMG-I cells; RMG-I TPO-luciferase reporter, SteadyGlo, 24 h; inhibition, % at 12.6 µM; 1.2% of 360,000 active;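 active = mean replicate inhibition at least 60% with every replicate also reaching 60%; inconclusive = only one of the two criteria is met; inactive = mean below 60% and not all replicates reaching 60%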;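 also: luciferase light reporting Pax8 driven TPO promoter activity; plate controls were median of neutral control wells for no effect and mitoxantrone controls for full effect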
# CASP6 VEID inh: blocks human caspase-6 cleavage activity; P55212; purified caspase-6, Z-VEID-R110 cleavage fluorescence; inhibition, % at 12.5 µM; 0.53% of 350,000 active;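 active = mean inhibition across replicates at least about 35%, with every replicate also reaching that limit, limit read from the data; inconclusive = only one of the two criteria met; inactive = neither criterion met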;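 also: 0% = median of neutral control wells and 100% = no fluorescence left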
# Target sequence (P55212 24-179 limits assumed): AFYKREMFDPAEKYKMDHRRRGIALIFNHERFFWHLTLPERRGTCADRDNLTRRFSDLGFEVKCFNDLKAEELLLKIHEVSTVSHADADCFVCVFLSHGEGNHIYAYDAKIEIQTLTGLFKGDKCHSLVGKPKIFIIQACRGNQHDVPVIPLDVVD
# Target sequence (P55212 194-293 limits assumed): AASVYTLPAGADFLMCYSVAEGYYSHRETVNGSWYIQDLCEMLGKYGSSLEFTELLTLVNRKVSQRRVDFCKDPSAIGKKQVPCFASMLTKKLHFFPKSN
# FN deposit inh: fibronectin deposition inhibition; inhibition, % at 12.6 µM; 0.086% of 350,000 active; AH1F fibroblasts, Alexa488-fibronectin deposition fluorescence, overnight;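 active = mean inhibition across replicates of 30% or more, regardless of how many single replicates reach that level; inconclusive = mean under 30% yet at least half of replicates reach 30%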;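 also: positive control wells lacked labelled fibronectin entirely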
#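 Measured by – fluorescence 485/525 nm · System – AH1F fibroblast monolayer, labelled fibronectin deposition · Amount – 10000 cells per well · Buffer or medium – serum-reduced DMEM (2% serum) · Doses – single dose, pinned · Also added – fluorescent fibronectin at 24 nM final · Schedule – 1 h cell attachment, overnight exposure to compound and label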
# An asterisk follows results filed as active; u = inconclusive; x = no result given; [ ] = remark or other dose.
SMILES,miR-122 sensor,PGC1a acetyl inh,LGR2 inh,Cneo AK release,EWS-Fli block,PAX8 reporter,CASP6 VEID inh,FN deposit inh
COc1cc(CN(CC2CCCO2)C(=O)c2cccs2)cc(OC)c1OC (stereo unspecified),-2,3,15,1,x,-5,-1,9
Cc1ccc(C)c(S(=O)(=O)N2CCCC2CNC(=O)C(=O)NCc2cccs2)c1 (stereo unspecified),x,x,1,x,6,8,2,1
CCN1CCC2(CCN(Cc3cn[nH]c3-c3ccc(OC)c(F)c3)C2)C1 (stereo unspecified),x,x,-27,x,12,4,-53,1
COC(=O)C[C@@H]1CC[C@H]2[C@H](COc3ccc(NC(=O)Nc4cccc(F)c4)cc3C(=O)N2C)O1,2[16.7 µM],-1,2,1,u,7,1,5
CCOc1ccc(NC(=O)C2C3CC/C=C\CCC32)cc1 (stereo unspecified),x,x,-23,x,-29,-42,-5,0
O=C(NCCc1ccccc1)c1ccc(-n2cnnn2)cc1,4,2,-38,x,-66,x,4,x
CNC(=O)c1ccc(C)c(NC(=O)C2=C(C)OCCS2)c1,6,x,10,-5,-1,-17,1,-2
Cc1ccc(S(=O)(=O)N(C)CC(=O)NNC(=O)CCS(=O)(=O)c2ccccc2)cc1,-4,-4,-6,0,-5,-6,-2,1
Cc1ccc(OCCC(=O)OC(C)C(=O)Nc2ccc(Cl)cn2)cc1 (stereo unspecified),x,x,-13,x,1,3,2,-2
CCOC(=O)c1cn(Cc2ccccc2)c(C(=O)OC(C)(C)C)c1O,-4,x,20,3,-4,0,x,-6
CCOC(=O)C1(C)CCCN(C(=O)c2ccc3c(c2)CCO3)C1 (stereo unspecified),-3,x,-6,-1,3,-10,-1,-4
COC(=O)c1cccc(Nc2nc(-c3cccnc3)nc3ccccc23)c1,x,-15,33,-1,6,18,-2,-8
COc1ccc2cc(C(c3nnnn3C3CCCC3)N3CCOCC3)c3nnnn3c2c1 (stereo unspecified),4,-2,x,x,9,11,1,-3
Cc1cc(N2CCOCC2)n2ncc(-c3ccccc3)c2n1,-4,7,x,-8,x,x,x,18
CCc1ccc(NC(=O)N(CCCOC(C)C)C2CCN(C(C)=O)CC2)cc1,-7,11,x,-4,x,x,x,4

# Individual results from the list:
# Reading of CNC(=O)c1ccc(C)c(NC(=O)C2=C(C)OCCS2)c1 in miR-122 sensor: 6
# Reading of Cc1cc(N2CCOCC2)n2ncc(-c3ccccc3)c2n1 in PGC1a acetyl inh: 7

# Going on with the list.
SMILES,miR-122 sensor,PGC1a acetyl inh,LGR2 inh,Cneo AK release,EWS-Fli block,PAX8 reporter,CASP6 VEID inh,FN deposit inh
CC(C)OCCCNC(=O)CN1C(=O)CSc2ccc(S(=O)(=O)N3CCCCC3)cc21,0,x,4,-1,6,10,-7,0
O=C(Nc1ccccc1N1CCN(c2ccccc2)CC1)C12CC3CC(CC(C3)C1)C2,4,5,x,0,x,-13,x,2
O=C(CNC(=O)c1ccco1)OCc1c(F)cccc1Cl,-10,0,x,-2,x,-2,x,-8
COc1cccc(C(=O)Nc2ccc(S(=O)(=O)N3CCCCC3)cc2)c1OC,4,0,-8,-2,7,-49,-58,x
c1cn(CC2(Cn3ccnc3)COC2)cn1,-5,-9,-6,-1,x,x,x,x
CCCCn1nnnc1C(c1ccccc1)N1CCN(c2ccccc2OC)CC1 (stereo unspecified),x,x,0,x,5,4,0,11
Cc1cccc(C(=O)NCC(=O)N2CC(=O)Nc3ccccc32)c1,x,x,-4,x,-8,3,2,-5
CCCNC(=O)Nc1ccc2c(c1)OC[C@@H](C)NC[C@H](C)[C@@H](OC)CN(C)C2=O,1[16.7 µM],x,2,x,3,-2,x,12
Nc1nonc1-n1nnc(C(=O)N/N=C/c2ccc3c(c2)OCO3)c1-c1ccccc1,-2,7,-6,1,-3,-26,0,6
CN(Cc1ccccc1C(F)(F)F)C(=O)C1CCC(=O)N(CC2CCCCC2)C1 (stereo unspecified),-3,4,-23,-2,-6,-26,0,-5
CCNC(=O)C[C@H]1CC[C@@H]2[C@@H](COc3ccc(NC(=O)C4CCOCC4)cc3C(=O)N2C)O1,0[16.7 µM],-10,-12,-5,-4,-7,0,-1
C=CCNC(=O)c1onc(CSc2ccc(Cl)cc2)c1C(=O)O,-3,-2,13,2,-34,3,3,-5
O=c1ccc(-c2nc3ccccc3n2Cc2ccc(Cl)cc2)c[nH]1,x,2,-6,1,7,1,4,-1
CCOc1[nH]n(-c2ccccc2)c(=O)c1C=NCC(=O)OC,-1,x,11,2,6,-7,0,-4
NCCc1nnc(SCC(=O)Nc2ccc(Br)cc2)o1,-5,-3,15,-1,-10,2,x,0
COc1ccc(OC)c2[nH]c(=O)c(CCNS(=O)(=O)c3ccc(F)cc3)cc12,x,x,7,-1,-9,-1,1,-5
COc1ccc(NC(=O)c2cc3c(Cl)nc4ccccc4c3s2)cc1OC,-11,2,-3,0,-14,10,0,1
C[C@@H]1CCCCO[C@@H](CN(C)C(=O)Nc2cccc3ccccc23)[C@H](C)CN([C@H](C)CO)C(=O)c2cc(NC(=O)NC3CCCCC3)ccc2O1,-8[16.7 µM],-25,25,-2,14,35,6,3
Cc1cccc(C)c1NC(=O)Cn1c(CN2CCCCC2)nc2ccccc2c1=O,5,2,10,2,x,x,x,x
O=C(O)CC1NC(=S)N(Cc2ccccc2)C1=O (stereo unspecified),-1,7,14,2,-10,3,2,1
COc1cccc(NC(=O)C2CC2(c2cccc(OC)c2)c2cccc(OC)c2)c1 (stereo unspecified),25,-12,7,0,-59,20,-7,-5
COc1ccc(-c2nc3ccc(Br)cn3c2CC(C)(C)C)cc1OC,0,8,4,15,-6,-11,1,-3
O=C(CN1CCN(S(=O)(=O)c2ccccc2)CC1)Nc1ccccc1C(=O)c1ccccc1,-11,-15,10,4,37,35,0,3
COc1cc(/C=N/Nc2nc(Nc3ccccc3)nc(-n3nc(C)cc3C)n2)cc(OC)c1OC,-6,2,-9,-8,2,80*,0,18
CN(c1ccccc1C(=O)NC1CC2CCC1C2)S(=O)(=O)c1ccccc1 (stereo unspecified),0,-7,8,0,-3,-10,0,-3
Cc1ccc(/C([O-])=C(/C(=S)Nc2ccc(SC(F)F)cc2)[n+]2ccccc2)cc1[N+](=O)[O-],x,0,x,x,-6,8,-1,-6
CC(NC(=O)c1cccc(N(C)C)c1)c1ccc(-n2ccnc2)cc1 (stereo unspecified),5,3,5,-2,x,-5,-2,x
O=C(C[C@H]1C[C@H]2c3cc(NC(=O)CC4CC4)ccc3O[C@H]2[C@H](CO)O1)NCC1CC1,10[16.7 µM],12,-2,3,4,9,2,-1
O=C(c1cc2ccccc2c(=O)o1)N1CCCCCC1,x,x,-26,x,-78,33,9,-2
Cc1cc(C)c(NC(=S)N(CCc2ccncc2)C(C)C)c(C)c1,-8,-1,7,1,0,-11,1,3
CO[C@@H]1CN(C)C(=O)c2ccc(NS(C)(=O)=O)cc2OC[C@H](C)N(CC2CCCCC2)C[C@H]1C,x,9,-9,-3,6,x,3,10
Cc1nn(Cc2ccccc2)c(C)c1C(=O)N1CCN(CC(=O)Nc2ccccc2Cl)CC1,-7,1,x,-2,1,17,0,4
COc1ccc(NC(=O)CC(C)C)c(OC)c1,-2,-15,-4,0,x,x,x,x
CCOC(=O)C1=C(C)Nc2nc(C)nn2C1c1ccc(OCC)c(OC)c1 (stereo unspecified),-4,3,-4,4,1,-14,-5,0
CC(C)(C)NC(=O)C1CCN(S(=O)(=O)c2ccc(Br)cc2)CC1,0,4,x,0,x,4,x,9
CCCCOc1ccccc1C1C(C(=O)OC)=C(C)N(C)C(C)=C1C(=O)OC,-4,-12,x,4,x,38,x,-5
COCCOC(=O)C1=C(C)N=C2SCCC(=O)N2C1c1cccc(Br)c1 (stereo unspecified),3,x,x,-6,x,3,x,-3
CCc1ccccc1NC(=O)CN1CCN(C(=O)C2CCN(C(=O)/C=C/c3ccccc3)CC2)CC1,-6,-5,2,0,-16,-10,0,-3
C(=C\c1nc(-c2ccccc2)no1)/c1ccccc1,-4,13,-25,-11,-55,-115,-1,9
CC(=O)N1CCCCN2[C@H](CO)[C@@H](c3ccc(-c4cccc(C)c4)cc3)[C@@H]2C1,-5[16.7 µM],-8,-14,48,-22,-2,0,x
CSCCC(NC(=O)c1ccco1)C(=O)N1CCN(c2ccccc2O)CC1 (stereo unspecified),-5,0,4,-1,3,9,0,2
O=C(Nc1cccc(-c2cccc(F)c2)c1)C1CCN(Cc2ccco2)CC1,2,7,9,2,x,13,-3,-4
Nc1nc(N)c2c(ccc3c2ccn3Cc2cccc([N+](=O)[O-])c2)n1,x,x,3,x,39,117*,16,10
C[C@H]1CN([C@@H](C)CO)S(=O)(=O)c2ccc(C#Cc3ccncc3)cc2O[C@H]1CN(C)C(=O)Nc1ccc2c(c1)OCO2,-12[16.7 µM],-1,-2,-18,0,65*,-1,x
O=C1CC(=O)Nc2cc(S(=O)(=O)Nc3ccc(Cl)c(C(F)(F)F)c3)ccc2N1,-4,-2,4,2,0,-14,3,-2
Cc1ccc(C(=O)NNC(=O)CSc2nnc3ccccn23)cc1,x,9,-3,0,-4,-3,-3,2
COc1ccc(Cc2ccccc2C(=O)O)cc1,x,-5,21,0,3,-8,-2,6

# Compound profiles, as listed above. Order of screens: miR-122 sensor, PGC1a acetyl inh, LGR2 inh, Cneo AK release, EWS-Fli block, PAX8 reporter, CASP6 VEID inh, FN deposit inh
# CCc1ccc(NC(=O)N(CCCOC(C)C)C2CCN(C(C)=O)CC2)cc1 across the screens: -7, 11, x, -4, x, x, x, 4
# O=C1CC(=O)Nc2cc(S(=O)(=O)Nc3ccc(Cl)c(C(F)(F)F)c3)ccc2N1 across the screens: -4, -2, 4, 2, 0, -14, 3, -2
# CCOc1[nH]n(-c2ccccc2)c(=O)c1C=NCC(=O)OC across the screens: -1, x, 11, 2, 6, -7, 0, -4
# CN(Cc1ccccc1C(F)(F)F)C(=O)C1CCC(=O)N(CC2CCCCC2)C1 (stereo unspecified) across the screens: -3, 4, -23, -2, -6, -26, 0, -5
# COC(=O)C[C@@H]1CC[C@H]2[C@H](COc3ccc(NC(=O)Nc4cccc(F)c4)cc3C(=O)N2C)O1 across the screens: 2[16.7 µM], -1, 2, 1, u, 7, 1, 5

# Random draw from the library, and some 2.5% of all compounds hit somewhere here.
